TRPV1 agonist: activates the human vanilloid receptor TRPV1. Q8NER1. TRPV1-expressing cells, Fluo-8 calcium influx, agonist mode. activation, % at 8.33 µM. 0.19% of 320,000 active. AID 540275; in the data active = activation above about 80%; inconclusive = between about 30% and that limit; note: 0% is about no effect
Target sequence (Q8NER1 whole entry, looked up): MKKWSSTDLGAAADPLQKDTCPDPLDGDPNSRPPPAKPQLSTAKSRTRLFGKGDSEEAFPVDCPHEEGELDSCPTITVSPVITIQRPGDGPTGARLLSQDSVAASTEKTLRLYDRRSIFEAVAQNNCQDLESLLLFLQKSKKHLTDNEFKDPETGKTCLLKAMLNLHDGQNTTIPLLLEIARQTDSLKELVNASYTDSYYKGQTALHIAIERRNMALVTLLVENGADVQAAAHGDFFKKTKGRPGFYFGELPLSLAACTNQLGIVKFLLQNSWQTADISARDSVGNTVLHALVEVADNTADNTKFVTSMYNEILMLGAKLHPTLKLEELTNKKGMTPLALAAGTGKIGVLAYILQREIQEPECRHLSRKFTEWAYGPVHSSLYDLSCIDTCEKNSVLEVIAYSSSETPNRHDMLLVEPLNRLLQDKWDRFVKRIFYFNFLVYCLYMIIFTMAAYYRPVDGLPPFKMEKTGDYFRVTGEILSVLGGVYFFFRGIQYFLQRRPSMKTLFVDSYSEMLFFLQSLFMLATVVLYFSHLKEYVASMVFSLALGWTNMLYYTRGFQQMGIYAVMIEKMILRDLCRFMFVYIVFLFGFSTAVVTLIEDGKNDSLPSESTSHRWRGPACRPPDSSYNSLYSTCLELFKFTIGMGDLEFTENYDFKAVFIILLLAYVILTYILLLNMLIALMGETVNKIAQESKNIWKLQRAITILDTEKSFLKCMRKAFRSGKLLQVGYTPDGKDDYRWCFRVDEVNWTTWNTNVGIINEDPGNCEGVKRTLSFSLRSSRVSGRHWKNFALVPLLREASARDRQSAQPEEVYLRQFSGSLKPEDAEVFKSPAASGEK
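Cells expressing TRPV1 were dye-loaded with Fluo-8 and read kinetically: 10 s baseline, 3 min after compound (agonist portion), then 2 min after EC20 capsaicin (allosteric enhancer portion). Calcium-bound dye fluorescence at 480/520 nm.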
FBPA coupling cs: inhibits coupling enzyme system, counter-screen for aldolase hits; coupling enzyme system counterscreen, AmpLite Red fluorescence; activity change, negative = inhibition, % at 58.2 µM, hits read low; 0.67% of 290,000 active; AID 2472; in the data active = activity change below about -30%; note: % is set by controls: 0 for no effect and ±100 for the full control effect
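Counterscreen of the coupled detection system alone, without aldolase: glyceraldehyde-3-phosphate coupling enzymes plus AmpLite Red readout. Compounds at 57.5 uM final, 10 min RT preincubation, 20 min RT reaction, fluorescence 525/598 nm.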
B2AR arrestin: recruits beta-arrestin to the human beta2-adrenergic receptor; P07550; beta-arrestin recruitment to beta2AR, cell-based reporter; Potency, µM (series often up to 46.1 µM), for the others: top-dose activation, usual class: activators; 0.02% of 330,000 active; AID 492947;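 note: potency is the fitted concentration of half-maximal effect; 0% = DMSO controls and full agonism = EC100 isoproterenol or metaproterenol; nearly all actives have a fitted effect of over 65% in size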
USP2a block: blocks human ubiquitin-specific protease USP2a. USP2 core, Ub-CHOP2 coupled fluorogenic reporter, 485/531. 0.01% of 330,000 active. O75604. Potency, µM (titrated, usually from 38.3 µM), inactives show top-dose activity change, negative = inhibition, hits mostly inhibitors. AID 463254;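 note: potency is the fitted concentration of half-maximal effect; plate controls were DMSO wells for no effect and full inhibition by NEM control for full effect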
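Deubiquitinase activity read as fluorescence (485/531 nm) after Ub-CHOP2 cleavage activates the enterokinase reporter on its substrate; USP2 core 10nM, Ub-CHOP2 and substrate 25nM each, 30min compound preincubation then 60min RT; data normalized to NEM, curves fitted.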
PKM2 activator: PKM2 (human) enzyme activation. P14618. purified PKM2, Kinase-Glo ATP luminescence, activation; response scale: 0% is enzyme alone, no compound. Potency, µM (titrated, usually from 57.5 µM), for inactives: at the top dose activation, hits mostly activators. 0.34% of 260,000 active; note: potency is the fitted concentration of half-maximal effect; % is set by controls: 0 for no effect and ±100 for the full control effect; nearly all actives have a fitted effect of over 55% in size
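Purified hPK-M2 (>95% pure) converted ADP (0.1 mM final) to ATP with 0.5 mM PEP in 50 mM imidazole pH7.2, KCl, MgCl2, Tween 20, BSA; 1 h at room temperature. ATP detected by Kinase-Glo luminescence.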
Menin MLL FP TR: displaces Texas Red mutant MLL peptide from human menin. O00255. Menin + Texas Red MLL mutant peptide, fluorescence polarization. Potency, µM (titrated, usually from 61.6 µM), inactives show at the top dose FP activity change, negative = inhibition, hits mostly inhibitors. 0.23% of 270,000 active; active = well fitted inhibition curve with a large enough effect in the polarisation, with a control signal flat, not every such curve was filed as active; inconclusive = small, poorly fitted or top-dose-only effect, or effect the other way, or a change in a side signal; inactive = no such curve, though single readings can be large or run the other way; the % refers to the polarisation; note: potency is the fitted concentration of half-maximal effect; % of control where 0% means no effect; many of its hits are not listed in these tables
KCNH2 WT inh: KCNH2 (human, wildtype) channel inhibition; Q12809; U2OS, BacMam KCNH2, thallium flux FluxOr; active compounds read low; activity change, % at 1.84 µM; 0.37% of 340,000 active;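 active = maximum activity change below -70%; inconclusive = maximum activity change between -70% and -50%; inactive = maximum activity change above -50%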; note: % is set by controls: 0 for no effect and ±100 for the full control effect
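U2OS cells were transduced with wild-type KCNH2 virus (2.03 x 10^8 / mL) for 4 h at room temperature, then cultured overnight at 37 C. Thallium flux was read with FluxOr dye. Rate constants were normalized to DMSO controls.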
Giardia killer: Giardia lamblia killing; 0.15% of 340,000 active; activity change, % at 7.66 µM, hits read low; AID 540267; Giardia lamblia trophozoite viability; in the data active = activity change below about -80%; inconclusive = between about -30% and that limit;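 note: parasites exposed to compound for two days anaerobically before the ATP read; % is set by controls: 0 for no effect and ±100 for the full control effect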
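ATP-content bioluminescence gauges trophozoite survival. Cells (100/well) receive compound and incubate anaerobically for 48 hrs at 37 deg C; detection reagent follows for 15-30 min at room temperature.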
KCNH2 3.1 block: KCNH2 3.1 (human) potassium channel inhibition | U2OS KCNH2 3.1, thallium flux FluxOr; active compounds read low | activity change, % (tested at about 1.8 µM) | 0.95% of 340,000 active;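 active = maximum activity change below -70%; inconclusive = maximum activity change from -70% to -50%; inactive = maximum activity change above -50%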;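 note: thallium influx rate constant from kinetic fluorescence after stimulation buffer; % is set by controls: 0 for no effect and ±100 for the full control effect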
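U2OS cells transduced with KCNH2 3.1 mutant virus (1.77 x 10^8 /mL, 4 h), plated overnight at 37 C, loaded 45 min with FluxOr dye plus Red40 quencher. Thallium flux rate constant from kinetic reads after stimulation buffer, normalised to controls.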
GALK inhibitor: blocks human galactokinase activity; P51570; Purified GALK, Kinase-Glo residual ATP luminescence; Potency, µM (titrated, usually from 57.5 µM), for the others: at the top dose activity change, negative = inhibition, most hits filed as inhibitors; 0.007% of 270,000 active; AID 1868; note: potency is the fitted concentration of half-maximal effect; % is set by controls: 0 for no effect and ±100 for the full control effect
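GALK at 5 nM final was combined with compound, 35 uM ATP and 100 uM galactose in HEPES pH8.0 with MgCl2 and DTT. The reaction ran one hour at room temperature before luminescent ATP detection.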
CXXC DNA block: MLL CXXC-DNA interaction inhibition; Q03164; MLL-CXXC / FITC-HOXA9 DNA fluorescence polarization; Potency, µM (titrated, usually from 115 µM), for the others: at the top dose activity change, negative = inhibition, hits mostly inhibitors; 0.037% of 290,000 active; AID 2662; active = well fitted inhibition curve with a large enough effect in the polarisation, with a control signal flat, not every such curve was filed as active; inconclusive = small, poorly fitted or top-dose-only effect, or effect the other way, or a change in a side signal; inactive = no such curve, though single readings can be large or run the other way; the % refers to the polarisation; note: potency is the fitted concentration of half-maximal effect
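Purified MLL-CXXC (added from a 7 uM solution) was preincubated 5 min at ambient with pinned compounds in 50 mM Tris-HCl pH 7.5, 50 mM NaCl, 1 mM DTT, 0.05% BSA. Fluorescein-labeled HOX-A9 DNA (50 nM solution) followed, 30 min, then polarization read.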
* hit, by the source's call; ? = inconclusive; / = not tested or not shown; [ ] = remark or other dose. Unless noted, calls come from the whole dose curve; as a rule, active = well fitted curve in the direction sought with a large enough effect; inconclusive = small, poorly fitted or top-dose-only effect, or another doubt; inactive = no such curve, though single readings can be large; an effect the other way counts as inactive or inconclusive.

SMILES	TRPV1 agonist	FBPA coupling cs	B2AR arrestin	USP2a block	PKM2 activator	Menin MLL FP TR	KCNH2 WT inh	Giardia killer	KCNH2 3.1 block	GALK inhibitor	CXXC DNA block
C#CCOC(=O)c1ccccc1C(=O)N(CC)CC	0	-1	-0.1%	-1%	1%	-5%	-4	-2	-3	0%	7%
O=C1CC[C@@H](CN(Cc2ccccn2)Cc2nc(Cc3ccccc3)no2)N1	-2	0	-0.6%	2%	1%	-17%	1	-9	0	3%	0%
CCCOc1cc(C)c(S(=O)(=O)NC2CC(C)(C)NC(C)(C)C2)cc1C	4	0	-0.4%	-3%	3%	-6%	3	-7	8	3%	8%
O=C(c1nc2ccc(Cl)cn2c1CN1CCC[C@H]1CO)N1CCCCCCC1	-2	/	-0.6%	4%	-10%	/	9	21	-24	6%	-2%
COc1ccc(OCC(=O)Nc2ccc3c(c2)nc(CCN2CCOCC2)n3C)cc1	0	0	-0.9%	-1%	6%	-8%	11	-10	3	5%	1%
CC(C)(C)C(=O)Nc1ccc(C(=O)NNC(=O)c2ccccc2)cc1	2	1	0.2%	2%	/	-14%	-4	-14	14	0%	-3%
COCCN(CC(=O)Nc1cccc(C)c1C)C(=O)c1cc(-c2ccncc2)nc2ccccc12	4	/	-1.2%	0%	/	/	-16	-14	-13	/	/
COC(=O)c1sc2nc(CN3CCN(c4cccc(C(F)(F)F)c4)CC3)[nH]c(=O)c2c1C	-6	0	-0.6%	3%	17%	-3%	8	-1	/	0%	13%
O=C1N/C(=C/c2ccc(N3CCCC3)cc2)C(=O)N1c1ccccc1	1	0	1.1%	1%	-1%	?	2	3	-3	3%	14%
Cc1cccc(OCCCC(=O)O)c1C	-1	7	0.2%	1%	1%	29%	0	-8	18	0%	-6%
CCOC(=O)c1sc(-c2ccc(F)cc2)cc1N	2	-4	0.3%	-1%	6%	/	-3	8	-5	0%	-9%
CC(=O)c1cccc(NC(=O)CNC(=O)c2cc3ccccc3o2)c1	-1	/	-0.9%	0%	/	/	-2	-13	14	1%	0%
CCC(C)c1ccc(NC(=S)Nc2ccc(OC)cc2C)cc1 (stereo not given)	2	-9	4.6%	-15%	0%	3%	8	-3	-21	0%	-20%
COc1ccc(-c2cc(C(=O)N(C)CC(=O)Nc3ccccc3Cl)c3ccccc3n2)cc1OC	23	/	-0.1%	2%	/	/	-12	-5	-5	/	/
CC(C)C(=O)N1CCN(c2ccccc2NC(=O)Cc2ccc(Cl)cc2)CC1	10	2	0.0%	0%	1%	3%	4	9	-22	0%	-9%
Cc1nnc(Sc2c(-c3ccccc3)c3ccc(Cl)cc3[nH]c2=O)s1	2	1	-0.3%	1%	-6%	-30%	20	0	-3	-4%	-2%
O=C1NC2=C(C(=O)CCC2)C(c2ccccc2[N+](=O)[O-])N1 (stereo not given)	0	2	-0.2%	2%	8%	-27%	1	-9	2	13%	-3%
Cc1c([N+](=O)[O-])cc(C(=O)Oc2cccc(C(=S)N3CCOCC3)c2)cc1[N+](=O)[O-]	0	-9	-0.1%	2%	-5%	14%	-4	20	8	11%	3%
CCOC(=O)CN1N=C(c2ccc(Cl)s2)CSC1=O	?	-3	-1.0%	1%	-6%	-7%	-4	17	/	1%	9%
O=S(=O)(Cc1ccccc1)N1CCC(N2CCN(c3ccccc3)CC2)CC1	5	1	-0.2%	3%	-17%	1%	25	-5	-9	3%	9%
COc1ccc(-c2ncncc2-c2ccc(OC)c(OC)c2)c(O)c1	1	-1	0.5%	-4%	/	-15%	-1	32[activator]	0	2%	6%
O=C(NCCCN1CCOCC1)c1cc(-c2ccc(O)cc2)on1	-2	2	-0.5%	-1%	1%	6%	-1	-10	6	-1%	3%
CCCn1c(SCC(=O)Nc2ccc(Cl)cc2)n[nH]c1=O	5	-3	0.4%	-2%	0%	7%	7	-26	6	7%	0%
CCOc1ccc(C(=O)NC(C(=O)NCCc2ccc(OC(F)F)cc2)C(C)C)cc1 (stereo not given)	-2	2	0.0%	-1%	-3%	0%	23	22	-42	-1%	40%[activator]
COC(=O)c1ccccc1SC1CC(=O)N(c2ccccc2)C1=O (stereo not given)	4	-5	-0.8%	4%	-9%	6%	40	-5	/	/	4%
COc1ccc(C(=O)N2CCCC(c3nc(-c4ccc(OC)c(OC)c4)no3)C2)c(OC)c1 (stereo not given)	-1	0	0.4%	-6%	0%	-12%	1	-10	-5	-2%	-7%
COc1ccccc1C1CC(c2ccc(NS(C)(=O)=O)cc2)=NN1S(=O)(=O)c1ccccc1 (stereo not given)	6	/	0.3%	-1%	/	/	-13	?	-40	-1%	3%
COc1ccc(C(CC(=O)Nc2ccc(C)cc2)NC(=O)C(F)(F)F)cc1 (stereo not given)	2	1	-1.1%	6%	-2%	6%	1	-19	-1	0%	8%
Cc1ccc(S(=O)(=O)c2ncccc2N)cc1	1	-1	0.1%	-5%	/	-11%	-9	11	4	-3%	?
COc1ccc(NC(=O)CSCC(=O)N2CCCc3ccccc32)cc1	14	/	-0.1%	1%	/	/	-3	-7	16	/	/
CCCC(=O)N1CCN(c2ccc(NC(=O)c3ccccc3)cc2)CC1	-2	3	-0.1%	-1%	-1%	7%	-3	-5	-9	3%	-7%
Cc1ccc2ccc(S(=O)(=O)n3nc(C)cc3C)cc2c1	2	4	-0.1%	1%	15%	4%	-8	-2	25	0%	0%
CCN(CC)CCCN(Cc1cc2cc3c(cc2[nH]c1=O)OCO3)C(=S)Nc1ccccc1	1	-1	-0.7%	-1%	5%	-18%	24	0	-13	4%	4%
CCOC(=O)c1c(C)c(C#N)c2c3ccccc3ccn12	1	-1	0.3%	2%	4%	-3%	1	1	-4	0%	5%
Cn1c(=O)oc2cc(S(=O)(=O)N3CCC(C(=O)N4CCc5ccccc5C4)CC3)ccc21	0	1	-0.1%	4%	3%	2%	10	0	-5	-3%	0%
CCCNC(=O)CSc1ccc(S(=O)(=O)N2CCCCC2)cn1	1	/	-0.4%	1%	/	/	-5	-6	12	/	/
COCCN(C(=O)CC1OC(=O)c2ccccc21)c1c(N)n(Cc2ccccc2)c(=O)[nH]c1=O (stereo not given)	12	/	0.1%	0%	/	/	17	35[activator]	5	/	/
COc1ccc(CCNC(=O)C2CCCN(S(C)(=O)=O)C2)cc1 (stereo not given)	2	-1	-1.1%	2%	2%	-10%	4	16	-7	/	-2%
CCOc1ccc(S(=O)(=O)N(C)c2ccc(OCC(=O)NCC3CCCO3)cc2)cc1 (stereo not given)	3	0	-0.2%	6%	3%	-10%	4	-3	8	-3%	-5%
O=S(=O)(Nc1ccc(C(F)(F)F)cc1)c1cnc[nH]1	0	4	0.4%	1%	-3%	4%	-1	8	4	0%	4%
O=C1C(Oc2ccccc2)C(c2cccs2)N1Cc1ccc2c(c1)OCO2 (stereo not given)	29	7	0.2%	0%	-1%	9%	-28	2	-1	-2%	1%
COc1ccc(-c2noc(CSc3nnc(CCc4ccccc4)n3-c3ccccc3)n2)cc1OC	6	2	0.5%	-1%	-2%	-10%	-8	17	2	0%	2%

Compound activity: PubChem, National Center for Advancing Translational Sciences (NCATS)

These rows are one share of the data (hit frequency here may not be typical).
